Compound activity (PubChem)
BLM inh = inhibitors of human Bloom syndrome helicase BLM. 0.2% of 350,000 active. AID 2528. Potency, µM (titrated, usually from 56.1 µM), without a hit: at the top dose activity change, negative = inhibition, hits mostly inhibitors. P54132. recombinant BLM DNA unwinding, fluorescence dequenching;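 also: potency is read from the fitted curve at half-maximal effect; plate controls were vehicle for no effect and no enzyme for full effect; nearly all actives have a fitted effect of over 35% in size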
Target sequence (P54132 whole entry, looked up): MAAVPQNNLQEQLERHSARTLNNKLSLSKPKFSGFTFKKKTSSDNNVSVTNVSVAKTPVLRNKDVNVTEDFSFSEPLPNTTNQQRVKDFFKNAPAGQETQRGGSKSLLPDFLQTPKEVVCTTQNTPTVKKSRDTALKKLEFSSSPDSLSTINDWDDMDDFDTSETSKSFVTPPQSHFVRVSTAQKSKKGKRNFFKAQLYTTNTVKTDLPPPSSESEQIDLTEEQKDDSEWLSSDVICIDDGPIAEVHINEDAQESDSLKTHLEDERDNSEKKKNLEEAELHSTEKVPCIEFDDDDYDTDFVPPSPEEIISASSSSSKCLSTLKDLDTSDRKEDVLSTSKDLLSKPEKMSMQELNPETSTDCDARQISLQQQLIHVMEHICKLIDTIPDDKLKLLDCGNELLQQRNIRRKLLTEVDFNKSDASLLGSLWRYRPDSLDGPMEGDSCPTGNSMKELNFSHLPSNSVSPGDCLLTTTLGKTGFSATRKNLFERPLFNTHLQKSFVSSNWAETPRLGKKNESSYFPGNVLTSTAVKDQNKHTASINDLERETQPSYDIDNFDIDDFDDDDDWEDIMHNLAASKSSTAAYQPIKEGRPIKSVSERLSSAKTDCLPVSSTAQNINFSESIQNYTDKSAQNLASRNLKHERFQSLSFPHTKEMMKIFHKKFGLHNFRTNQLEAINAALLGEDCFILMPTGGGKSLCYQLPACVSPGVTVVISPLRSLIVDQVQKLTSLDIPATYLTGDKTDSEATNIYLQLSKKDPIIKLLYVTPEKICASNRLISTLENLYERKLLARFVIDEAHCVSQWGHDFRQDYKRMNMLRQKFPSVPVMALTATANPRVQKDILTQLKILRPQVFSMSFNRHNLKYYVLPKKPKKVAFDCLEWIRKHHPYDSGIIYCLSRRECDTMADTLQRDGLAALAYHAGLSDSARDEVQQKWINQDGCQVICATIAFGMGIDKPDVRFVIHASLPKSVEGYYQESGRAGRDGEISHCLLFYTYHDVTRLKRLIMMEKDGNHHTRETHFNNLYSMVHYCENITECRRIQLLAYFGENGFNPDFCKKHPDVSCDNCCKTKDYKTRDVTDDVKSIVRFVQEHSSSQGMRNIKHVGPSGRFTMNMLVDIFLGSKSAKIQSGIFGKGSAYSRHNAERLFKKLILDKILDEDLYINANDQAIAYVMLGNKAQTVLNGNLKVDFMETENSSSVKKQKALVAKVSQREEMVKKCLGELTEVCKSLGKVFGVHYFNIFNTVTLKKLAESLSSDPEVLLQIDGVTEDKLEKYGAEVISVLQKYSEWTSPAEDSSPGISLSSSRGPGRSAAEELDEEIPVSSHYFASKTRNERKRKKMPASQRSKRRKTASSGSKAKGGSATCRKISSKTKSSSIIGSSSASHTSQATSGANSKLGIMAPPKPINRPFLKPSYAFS
Glioma ERSR ind = inducers of ER stress response in human glioma cells. U87-MG GRP78 promoter luciferase reporter, 16 h. Potency, µM, inactives show at the highest dose activation, usual class: activators. 0.02% of 420,000 active; also: potency is read from the fitted curve at half-maximal effect; series mostly up to about 76 µM; % of control where 0% means no effect; nearly all actives have a fitted effect of over 35% in size
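Stably transfected U87-MG glioma cells carrying a GRP78-based luciferase sensor; 16 h compound incubation. Luminescence end-point read 10 min after Bright-Glo addition at room temperature.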
LDHA block = LDHA (human) enzyme inhibition. P00338. activity change, % (values are at about 110 or 230 µM). 0.15% of 480,000 active. purified LDHA, NADH/diaphorase-resazurin fluorescence; stronger effect = lower value. AID 1347041; in the data active = activity change below about -30%; inconclusive = mostly about -25% to -30%;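 also: plate controls were DMSO wells for no effect and wells without enzyme for full effect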
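Human LDH5 (2 nM) was incubated with 0.06 mM NADH and 0.2 mM pyruvate for 5 min at room temperature in Tris pH 7.4. Remaining NADH was coupled through diaphorase/resazurin, and resorufin fluorescence was read at 0 and 20 min.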
APE1 inh = inhibitors of human APE1 endonuclease | recombinant APE1, TAMRA/BHQ-2 abasic DNA cleavage fluorescence | Potency, µM (highest dose often 65.8 µM), for the others: at the top dose activity change, negative = inhibition, usual class: inhibitors | 0.35% of 350,000 active;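 also: potency is read from the fitted curve at half-maximal effect; plate controls were vehicle for no effect and reference inhibitor for full effect; nearly all actives have a fitted effect of over 55% in size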
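Enzyme (0.75 nM final) and test compound are incubated 15 min at room temperature before adding 50 nM quenched THF abasic-site duplex. Cleavage dequenches TAMRA, followed at 525/598 nm over three reads one minute apart.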
Anesthetic bind = binds horse apoferritin like a general anesthetic | P02791 | apoferritin/1-aminoanthracene competitive binding, fluorescence | Potency, µM (highest dose often 77.5 µM), inactives show at the top dose activity change, negative = displacement, hits mostly inhibitors | 0.074% of 350,000 active | AID 485281; also: potency is read from the fitted curve at half-maximal effect; % is scaled to controls: 0 for no effect and ±100 for the full control effect; nearly all actives have a fitted effect of over 20% in size
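In PBS, apoferritin at 10 uM is loaded with 1-AMA from a 50% saturated solution. After 10 min of compound exposure at ambient temperature, reduced 535 nm fluorescence indicates probe displacement.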
POLB inh = DNA polymerase beta (human) inhibition; Pol beta primer extension/strand displacement, fluorescence kinetic; Potency, µM (doses to about 114 µM), for inactives: at the highest dose activity change, negative = inhibition, hits mostly inhibitors; 1.3% of 340,000 active; AID 485314; P06746; also: potency is read from the fitted curve at half-maximal effect; % is scaled to controls: 0 for no effect and ±100 for the full control effect
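10 nM enzyme + cpd, 15 min RT; start with substrate 50 nM final; read 0 min and after 10 min RT. Corrected, normalized data; 4-parameter Hill curve fit.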
Pol iota inh = blocks human DNA polymerase iota activity; Q9UNA4; Pol iota fluorescent replication assay, 10 min; Potency, µM (top dose mostly 115 µM), without a hit: at the highest dose activity, negative = inhibition, actives largely listed as inhibitors; 1% of 390,000 active; also: potency is read from the fitted curve at half-maximal effect
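Pol iota at 10 nM preincubated 15 min with compounds at room temperature; reaction started with fluorescent substrate, 50 nM final. Fluorescence read kinetically at 0 and 10 min; buffer-only wells as negative control.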
Pol eta inh = blocks human DNA polymerase eta activity. 1.2% of 390,000 active. Q9Y253. recombinant Pol eta, fluorescent DNA replication assay. AID 588591. Potency, µM (doses to about 114 µM), for inactives: top-dose activity change, negative = inhibition, hits mostly inhibitors; also: potency is read from the fitted curve at half-maximal effect; % is scaled to controls: 0 for no effect and ±100 for the full control effect
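Fluorescent replication assay: 50 nM final substrate added after a 15 min room-temperature compound preincubation with 10 nM enzyme. Signal taken at 0 min and again at 10 min.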
Pol kappa inh = DNA polymerase kappa (human) inhibition | Q9UBT6 | purified Pol kappa, fluorescent DNA synthesis assay, 10 min | Potency, µM (highest dose often 107 µM), for inactives: top-dose activity, negative = inhibition, hits mostly inhibitors | 0.53% of 400,000 active | AID 588579; also: potency is read from the fitted curve at half-maximal effect; % is scaled to controls: 0 for no effect and ±100 for the full control effect
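Pol kappa 10 nM + cpd, 15 min RT; start w/ substrate 50 nM final; fluorescence kinetic read, 0 and 10 min. Neg ctrl: buffer, no enzyme.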
An asterisk follows results filed as active; ? = inconclusive; . = not tested or not shown; & = joins results of further samples; [ ] = remark or other dose. Unless noted, calls follow the shape of the dose curve; as a rule, active = well fitted curve in the direction sought with a large enough effect; inconclusive = small, poorly fitted or top-dose-only effect, or another doubt; inactive = no such curve, though single readings can be large; an effect the other way counts as inactive or inconclusive. Not all compounds are listed (hit frequency here may not be typical).

Screens by letter – A = BLM inh; B = Glioma ERSR ind; C = LDHA block; D = APE1 inh; E = Anesthetic bind; F = POLB inh; G = Pol iota inh; H = Pol eta inh; I = Pol kappa inh
1	Nc1ccc(Cl)cc1C(=O)c1ccccc1Cl
  A = -9%	B = -5%	C = 1	D = -3%	E = ?	F = 7%	G = 3%	H = -20%	I = -3%
2	Cc1ccc(C2N(c3ccccn3)C(=O)C3CCCN32)o1 (stereo not drawn)
  A = -1%	B = -4%	C = 2	D = ?	E = 3%	F = 11%	G = 17%	H = 5%	I = -4%[60.1 µM]
3	COc1ccccc1CCNC1CCCC(C)C1 (stereo not drawn)
  A = 3%	B = -6%	C = -7	D = 2%	E = -2%	F = 36%	G = 12%	H = -20%	I = -2%
4	O=C1CC23c4ccccc4N4C(=O)CC5OCC=C6CN1C2CC6C5C43 (stereo not drawn)
  A = .	B = -3%	C = -2	D = .	E = .	F = .	G = 17%	H = -16%	I = 0%
5	C=CCn1c(O)c(C(C)=NC(C)c2ccccc2)c(=O)[nH]c1=O (stereo not drawn)
  A = -1%	B = 1%	C = -5	D = 2%	E = -2%	F = 4%	G = 17%	H = 0%	I = 2%
6	CCN1C[C@]2(COC)CC[C@H](OC)[C@@]34C5C[C@H]6C(=O)C5[C@](O)(C[C@H]6OC)[C@@](O)(C(OC)C23)[C@@H]14 (stereo partly drawn)
  A = .	B = -3%	C = -3	D = .	E = .	F = .	G = -1%	H = -13%	I = 2%
7	CCCCOP(=O)(c1ccc(N(C)C)cc1)C(O)c1cc(OC)ccc1OC (stereo not drawn)
  A = -1%	B = -1%	C = 4	D = -2%	E = -10%	F = 54%	G = 59%[activator]	H = -11%	I = -3%
8	Cc1ccc2nc(Cl)c(-c3ccccc3)cc2c1
  A = .	B = 5%	C = 1	D = .	E = .	F = .	G = 80%[activator]	H = -21%	I = 4%
9	O=C(CCCCCCCCCCC(=O)NCc1cccnc1)NCc1cccnc1
  A = -1%	B = -2%	C = 3	D = ?	E = 2%	F = 0%	G = 7%	H = -13%	I = 3%
10	CCN1CC2(COC(=O)c3ccccc3N)CCC(OC)C34C5CC6C(OC)CC(O)(C5C6OC)C(O)(C(OC)C23)C14 (stereo not drawn)
  A = 3%	B = -1%	C = -4	D = 1%	E = 32%[activator]	F = -15%	G = 5%	H = -1%	I = -20%
11	Nc1ccc(C2(c3ccc(N)cc3)CN3CCC2CC3)cc1
  A = -5%	B = -3%	C = 4	D = -7%	E = -10%	F = -2%	G = 12%	H = -2%	I = 0%
12	O=C(NCc1ccco1)c1ccc(Cn2c(=O)c3ccccc3n(Cc3cccc(F)c3)c2=O)cc1
  A = -3%	B = -8%	C = -9	D = -1%	E = -5%	F = ?	G = ?	H = 6%	I = -4%
13	Cc1ccccc1C1=NCC(=S)Nc2ccc(Cl)cc21
  A = -10%	B = -5%	C = 0	D = 11%	E = -7%	F = 4%	G = ?	H = -10%	I = 6%
14	CN(C)c1ccc(/C=C/[N+](=O)[O-])cc1
  A = 0%	B = 5%	C = -8	D = 20%	E = 6%	F = 68%	G = 49%[activator]	H = -18%	I = -3%
15	CCn1c(=N)n(Cc2ccccc2F)c2ccccc21
  A = -7%	B = 2%	C = -3	D = 14%	E = -4%	F = 56%	G = 9%	H = -14%	I = -12%
16	COc1ccc2c(c1)/C(=C/c1cnc[nH]1)C(=O)N2
  A = 2%&-3%	B = -7%&-5%&-9%	C = 2&3&5	D = ?	E = -6%&-13%	F = ?	G = ?	H = -24%	I = -7%[60.1 µM]
17	CC(C)C1(C)N=C(c2ncccc2C(=O)O)NC1=O (stereo not drawn)
  A = -1%	B = -4%	C = 2	D = 15%	E = -2%	F = 13%	G = ?	H = -5%	I = -7%
18	CC(C)C[C@H](NC(=O)[C@H](Cc1ccccc1)NC(=O)CNC(=O)[C@@H](COC(C)(C)C)NC(=O)[C@@H](N)Cc1ccc(O)cc1)C(=O)N[C@H](C(=O)O)[C@@H](C)OC(C)(C)C
  A = 2%	B = -2%	C = .	D = -7%	E = 5%	F = .	G = .	H = .	I = 14%[60.1 µM]
19	CCOC(=O)c1ccc(NC(=O)c2cccn(Cc3ccc(C)cc3)c2=O)cc1
  A = 0%	B = -1%	C = 2	D = .	E = 0%	F = 5%	G = -3%	H = 0%	I = -7%[60.1 µM]
20	Cc1cc(C=C2C(=O)N(C)C(=O)N(C)C2=O)c(C)n1-c1ccccc1
  A = -2%	B = 1%	C = -3	D = -5%	E = -7%	F = 3%	G = -1%	H = 12%	I = -7%[60.1 µM]
21	O=C1Nc2ccccc2/C1=C/c1cnc[nH]1
  A = 6%	B = -4%	C = -4	D = -3%	E = -22%	F = 8%	G = 11%	H = -12%	I = -20%
22	CC(Cc1ccccc1Sc1ccccc1O)N(C)C (stereo not drawn)
  A = -5%	B = -3%	C = -1	D = 3%	E = -8%	F = 24%	G = 6%	H = -3%	I = -13%
23	CC#CP(=O)(OC)C(O)(CF)c1ccccc1 (stereo not drawn)
  A = 0%	B = 0%	C = 0	D = -1%	E = -8%	F = 9%	G = -11%	H = -14%	I = 0%
24	O=C1COc2ccc(C(=O)COC(=O)Cc3ccccc3)cc2N1
  A = .	B = -2%	C = -5	D = -3%	E = .	F = .	G = 9%	H = -20%	I = -1%
25	Cc1cccc(-n2c(-c3ccco3)nc3ccccc3c2=O)c1C
  A = 9%	B = -1%	C = -4	D = 16%	E = -16%	F = 8%	G = 43%[activator]	H = -17%	I = -11%

Ordered by SMILES length (lowest first): some entries from above.
Screens by letter – A = BLM inh; B = Glioma ERSR ind; C = LDHA block; D = APE1 inh; E = Anesthetic bind; F = POLB inh; G = Pol iota inh; H = Pol eta inh; I = Pol kappa inh
3	COc1ccccc1CCNC1CCCC(C)C1 (stereo not drawn)
  A = 3%	B = -6%	C = -7	D = 2%	E = -2%	F = 36%	G = 12%	H = -20%	I = -2%
13	Cc1ccccc1C1=NCC(=S)Nc2ccc(Cl)cc21
  A = -10%	B = -5%	C = 0	D = 11%	E = -7%	F = 4%	G = ?	H = -10%	I = 6%
25	Cc1cccc(-n2c(-c3ccco3)nc3ccccc3c2=O)c1C
  A = 9%	B = -1%	C = -4	D = 16%	E = -16%	F = 8%	G = 43%[activator]	H = -17%	I = -11%

One compound at a time, as listed above:
Cc1ccccc1C1=NCC(=S)Nc2ccc(Cl)cc21 across the screens: BLM inh = -10%; Glioma ERSR ind = -5%; LDHA block = 0; APE1 inh = 11%; Anesthetic bind = -7%; POLB inh = 4%; Pol iota inh = ?; Pol eta inh = -10%; Pol kappa inh = 6%
Nc1ccc(C2(c3ccc(N)cc3)CN3CCC2CC3)cc1 across the screens: BLM inh = -5%; Glioma ERSR ind = -3%; LDHA block = 4; APE1 inh = -7%; Anesthetic bind = -10%; POLB inh = -2%; Pol iota inh = 12%; Pol eta inh = -2%; Pol kappa inh = 0%

Other compounds follow.
Screens by letter – A = BLM inh; B = Glioma ERSR ind; C = LDHA block; D = APE1 inh; E = Anesthetic bind; F = POLB inh; G = Pol iota inh; H = Pol eta inh; I = Pol kappa inh
26	N#Cc1ccc(NC(=O)CN2CCCCCC2)cc1Cl
  A = 3%	B = -1%	C = -4&-1	D = 19%	E = -15%	F = 2%	G = -23%	H = -7%	I = -14%
27	COc1ccc(CN2C(=O)NC(=O)/C(=C/c3cc(OC)c(OC)c(OC)c3)C2=O)cc1
  A = -2%	B = -5%	C = -12	D = 2%	E = -11%	F = -2%	G = 21%	H = 1%	I = -7%
28	CC(C)C(=O)Nc1ccc(C(=O)NCc2cccnc2)cc1
  A = 5%	B = -3%	C = -3	D = -3%	E = -2%	F = 2%	G = ?	H = 4%	I = 2%
29	CN(C)c1ccc(P(=O)(OC2CCCCC2)C(Nc2ccccc2)c2cccnc2)cc1 (stereo not drawn)
  A = -2%	B = -6%	C = -4	D = 19%	E = -4%	F = 2%	G = 147%[activator]	H = -11%	I = -1%
30	OCC1CN1C1CCCCC1 (stereo not drawn)
  A = .	B = -4%	C = -7	D = .	E = .	F = .	G = 107%[activator]	H = 0%	I = -16%
31	CN1Cc2cccnc2N(C)Cc2cc(Cl)ccc21
  A = -5%	B = -5%	C = 2	D = 1%	E = 3%	F = -2%	G = 19%	H = -19%	I = -11%
32	CCOC(=O)C1(c2ccccc2)CCN(Cc2cccc(C(=O)O)c2)CC1
  A = 1%	B = -2%	C = -8	D = ?	E = -5%	F = -1%	G = 4%	H = 1%	I = -6%
33	CCCCCCn1c(O)c(C(C)=NC)c(=O)[nH]c1=O
  A = -9%	B = -1%	C = 6	D = -1%	E = -8%	F = 1%	G = 4%	H = -1%	I = -10%
34	Clc1ccc(CCNCc2ccncc2)c(Cl)c1
  A = -1%	B = 0%	C = -11	D = 28%	E = 1%	F = 9%	G = 28%	H = -22%	I = 2%[60.1 µM]
35	CC1CCCCN1C(=O)Cn1cc(C=C2C(=O)N(C)C(=O)N(C)C2=O)c2ccccc21 (stereo not drawn)
  A = -7%	B = 0%	C = -7	D = 3%	E = -7%	F = 5%	G = 25%	H = 4%	I = -7%
36	CC(=NNC(=S)N1CC2CCC(CC2)C1)c1nccs1
  A = .	B = 16%	C = -5	D = .	E = .	F = .	G = 19%	H = -5%	I = -6%
37	c1ccc(C(OCCN2CCNCC2)c2ccccc2)cc1
  A = 1%	B = -5%	C = -1	D = -2%	E = -2%	F = -14%	G = -5%	H = -5%	I = -2%
38	COC(=NC1CCCCC1)C(O)c1c[nH]c2ccccc12 (stereo not drawn)
  A = -4%	B = 4%	C = 4	D = 1%	E = -12%	F = 1%	G = -9%	H = -15%	I = 7%
39	Cc1cc(C)nc(NS(=O)(=O)c2ccc(N=Cc3c(O)n(C)c(=O)n(C)c3=O)cc2)n1
  A = -6%	B = -4%	C = 2	D = 25%	E = -13%	F = 13%	G = 12%	H = -14%	I = 2%
40	COc1ccc(NP(=O)(Nc2ccc(OC)cc2)Oc2ccccc2)cc1
  A = -3%	B = -3%	C = -4	D = -3%	E = -7%	F = 11%[57.1 µM]	G = -7%	H = ?	I = -14%
41	CCn1cc(CN(C)S(=O)(=O)c2ccc3ccccc3c2)c(C)n1
  A = 1%	B = -3%	C = 1	D = ?	E = -7%	F = ?	G = -17%	H = -10%	I = -5%

Look-ups from the results shown:
Under Pol iota inh, compound 34 reads 28%
Under LDHA block, compound 28 reads -3
Under Glioma ERSR ind, compound 36 reads 16%
